bCat nuc transl – alters nuclear translocation of beta-catenin in HeLa cells. 190,000 compounds, 0.3% hits. nuclear translocation activity, % at 5 µM. immunofluorescence imaging;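 active means nuclear translocation activity above 50% at 5 µM, with a well cell count of 50 or more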;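 further: per-cell ratio of nuclear to cytoplasmic median beta-catenin stain intensity; plate controls were DMSO negative control for no effect and GSK-3 inhibitor IX positive control for full effect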
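Assay system: human HeLa cells, native beta-catenin; doses: 5 µM primary, 0.02–20 µM confirmation; incubation: compound treatment 24 h, 37°C, 5% CO2; technique: fluorescence imaging of beta-catenin antibody stain plus DAPI; measure: % activation, nuclear-to-cytoplasmic median beta-catenin signal ratio per cell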
Hep lipid drop – hepatic lipid droplet formation modulation; 240,000 compounds, 0.4% hits; inhibition, % at 6.5 µM; AML12 mouse hepatocytes, oleate lipid droplets, BODIPY imaging;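 active means lipid droplet intensity inhibited by at least 50%, with more than 500 cells counted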
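Material – mouse AML12 hepatocyte cell line, fixed after treatment · Compound dosing – one dose, 6.5 µM compound · Times – compound with oleate, overnight · Measured by – Image-based BODIPY and DAPI two-channel analysis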
NOD2 inhibition – NOD2 signaling inhibitors, cell-based, luminescence, uHTS, HEK293 (AID 1566); HEK293 NOD2/NF-kB luciferase reporter, luminescence; higher % means a stronger effect; inhibition, % at 4 µM; hits with a dose series show EC50 in µM; 290,000 compounds, 0.63% hits; in the data active means inhibition above about 50%; further: many of its hits are not listed in these tables
Autophagy mod – modulators of autophagy; MEF GFP-LC3 puncta imaging; test concentration mostly 10 µM; calls only at 10 µM (by protocol); 190,000 compounds, 0.98% hits; AID 463193;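 active means percentage of spot-positive cells more than 3 SD above its plate mean, without a fluorescence outlier flag or 80% toxicity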;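 further: spot-positive cell cutoff set from DMSO-treated cells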
Yfh1-off respiration – mitochondrial function rescue without frataxin homolog – Friedreich's ataxia, plus single-dose screen, dose response (AID 1465). one-dose fold induction at 50 µM; EC50 in µM for titrated hits. S. cerevisiae Yfh1-off respiration, WST-1 reduction, 72 h; higher fold induction means a stronger effect. 220,000 compounds, 0.074% hits;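 active means fold induction of absorbance versus untreated yeast above a set limit, then at least 30% activation at any dose in follow-up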;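 further: activators that raise dye reduction in frataxin-depleted yeast; strong numbers were not always called active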
WT yeast gro inh – growth inhibition of WT yeast, mitochondrial fusion screen; mitochondrial fusion phenotypic screen, WT strain; inhibition, % at 10 µM; 190,000 compounds, 2.1% hits; AID 1362; in the data active means inhibition above about 58%; tested in S. cerevisiae
Dynein cargo inh – dynein cargo transport inhibition | z-score, hits read low | AID 1381 | 220,000 compounds, 0.47% hits | 3617.4 mouse cells, GR-EGFP nuclear translocation imaging; test concentration mostly 20 µM; stimulated with dexamethasone, 1 µM; hits give low values;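 active means plate z-score of nuclear minus cytoplasmic receptor signal below a set negative limit, without overly bright fluorescence or cell loss, cut at about -3.5 in these data, passing the limit was not always enough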;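 further: z-score of nuclear minus cytoplasmic ring GR-EGFP intensity difference per well; some compounds called inactive have numbers as strong as hits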
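medium = tetracycline-free induction medium containing charcoal-stripped FBS | also added = 1.0 µM final dexamethasone stimulus | schedule = 48 h induction, 1 h compound, 30 min dex at 37 °C | technique = fixed, Hoechst-stained cells imaged at 10x for EGFP | measure = GR-EGFP nuclear translocation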
Ins promoter up – MIN6 insulin promoter up-regulation; MIN6 insulin promoter-GFP reporter, high-content imaging; hits give high values; z-score at 5 µM; 190,000 compounds, 0.3% hits; AID 1625;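 active means z-score above 3 at 5 µM with at least 500 cells counted in the well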
MT stabilizer – microtubule stabilizers in HeLa cells | HeLa tubulin immunostaining HCS, 24 h; share of cells brighter than vehicle mean+2SD | % tubulin-high responders, % at 10 µM | 200,000 compounds, 0.83% hits;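 active means plate Z-score above 3 for both tubulin-high and condensed-nucleus cell shares, with cell loss under 80%, at 10 µM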;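 further: anti alpha tubulin signal scored within the nucleus-defined area of each cell; some results filed as inactive read as strong as hits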
WT yeast gro inh mutant strain – recorded beside WT yeast gro inh, whose call it bears; inhibition, %; mitochondrial fusion phenotypic screen, mutant strain inhibition
Dynein cargo inh cytoplasmic EGFP – also measured in Dynein cargo inh; calls as there; z-score; measured here: cytoplasmic GR-EGFP intensity; hits give high values
Dynein cargo inh nuclear GR-EGFP – recorded beside Dynein cargo inh, whose call it bears; z-score; measured here: nuclear GR-EGFP intensity;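 lower value marks the stronger effect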
Dynein cargo inh cell count – further read-out of Dynein cargo inh, marked with its call; z-score; measured here: cell count per field
Ins promoter up cell count – also measured in Ins promoter up; calls as there; cell count; measured here: cytotoxicity, nuclei count;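 total cells summed across four imaged fields per well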
Hep lipid drop cells 6.5 µM – further read-out of Hep lipid drop, marked with its call; cell count; measured here: cell count, cytotoxicity flag;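 cells counted across two imaged fields per well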
bCat nuc transl cell count 5 µM – also measured in bCat nuc transl; calls as there; cell count; measured here: cell count, cytotoxicity flag
MT stabilizer Hoechst-high % – second read-out of MT stabilizer, no call of its own (marks repeat the call); % Hoechst-high responders; measured here: nuclear condensation Hoechst responders;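 share of cells brighter than vehicle mean plus two SD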
MT stabilizer cytotoxicity % – also measured in MT stabilizer; calls as there; toxicity, %; measured here: cytotoxicity by cell density;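 0% = mean cell density of plate MIN control wells and 100% = no cells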
Autophagy mod cell loss 18 h – recorded beside Autophagy mod, whose call it bears; toxicity, %; measured here: cell loss, nuclei count;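 cell loss after 18 h compound exposure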
Numbers without * were called inactive; i = inactive; / = no result given.

SMILES	bCat nuc transl	bCat nuc transl cell count 5 µM	Hep lipid drop	Hep lipid drop cells 6.5 µM	NOD2 inhibition	Autophagy mod	Autophagy mod cell loss 18 h	Yfh1-off respiration	WT yeast gro inh	WT yeast gro inh mutant strain	Dynein cargo inh	Dynein cargo inh cytoplasmic EGFP	Dynein cargo inh nuclear GR-EGFP	Dynein cargo inh cell count	Ins promoter up	Ins promoter up cell count	MT stabilizer	MT stabilizer Hoechst-high %	MT stabilizer cytotoxicity %
CCN(CC)C(=O)CNc1ccc(C(F)(F)F)cc1[N+](=O)[O-]	-2.0	1016	-15.5	575	4.7%	i	4.2	i	17.6	-7.6	-0.393	-0.326	-0.592	1.05	-0.62	1340	5.0	3.5	9.1
COCc1cc(C)nc(Nc2ccccc2C)c1C#N	-2.9	1159	12.1	726	3.8%	i	7.0	i	0.9	-5.5	0.877	-0.18	0.332	-0.223	3.32*	1154*	3.3	2.4	5.1
COC(=O)c1sccc1NC(=O)c1cc(-c2cccc(C)c2)nc2ccccc12	-3.6	925	/	/	-21.0%	i	-3.7	i	3.4	6.1	-0.609	-0.21	0.0143	0.535	-0.7	1508	15.0	8.5	20.0
CSc1nc2cc(C)nn2c(-c2ccccc2Cl)c1C#N	2.0	1310	8.2	717	14.3%	/	/	i	/	/	0.717	-0.101	0.168	-0.661	-0.59	1241	/	/	/
CCNC(=O)C1CC(=O)N(CCCc2ccccc2)C(=Nc2ccccc2)S1 (stereo not drawn)	1.1	1305	-17.2	688	7.5%	/	/	i	/	/	-0.103	-0.191	0.109	-0.212	0.89	1049	/	/	/
CCN1C(=O)/C(=C/N(C)C)c2ccccc21	-4.9	984	/	/	-3.5%	i	75.5	i	18.4	23.8	0.411	-0.364	0.517	0.726	0.34	1304	2.3	3.8	21.0
C=C(C(=O)c1ccccc1)C(c1ccccc1)C(C)C(=O)c1ccccc1 (stereo not drawn)	-2.0	1150	-25.9	603	-41.8%	i	22.1	i	25.9	4.9	-1.7	0.353	-0.853	-1.05	0.97	1259	7.6	2.1	3.9
Cc1ccc(C(=O)NCc2ccc3c(c2)CCO3)cc1C	1.2	1224	7.4	702	-37.1%	/	/	i	/	/	-1.54	-0.263	-0.821	0.865	/	/	/	/	/
Cc1cccc(-n2c(Cc3ccccc3)n[nH]c2=S)c1	-0.1	1539	0.1	726	-15.9%	i	16.9	i	-0.3	-26.5	1.78	-0.0161	0.914	-1.25	-0.05	1139	3.8	2.6	7.9
CN(CC(=O)Nc1ccccc1Cl)CC(=O)Nc1c(F)cccc1F	0.7	1119	-6.8	677	13.7%	i	17.7	i	12.3	6.7	-0.154	-0.13	0.16	-0.521	-0.38	1345	3.3	2.0	1.2
CN(Cc1nc(-c2ccc3c(c2)OCO3)no1)CC1(N2CCOCC2)CCCCC1	0.7	986	-7.6	681	-2.6%	i	0.7	i	-3.9	15.8	-0.101	-0.318	-0.119	0.883	-0.55	1473	1.5	2.0	7.3
COc1cc(OC)c(N2CC34C=CC(O3)C(C(=O)O)C4C2=O)cc1Cl (stereo not drawn)	-3.0	1225	7.7	767	3.9%	i	-15.1	i	-2.0	-93.4	-0.823	-0.163	-0.361	-0.209	0.74	1166	1.3	1.2	7.0
COCC(N)(c1ccccc1)c1nc2ccccc2n1C (stereo not drawn)	0.4	1147	/	/	7.2%	i	7.3	i	-15.2	-1.4	-0.171	-0.252	0.264	0.737	0.26	1073	1.3	1.2	11.8
O=C(NCc1cccnc1)C(=O)NCC1OCCCN1S(=O)(=O)c1ccc(Cl)cc1 (stereo not drawn)	-0.4	1099	1.4	734	4.1%	i	9.0	i	-10.4	-7.6	-0.48	-0.39	-0.412	1.12	-0.41	1116	2.4	2.6	7.0
CCCN(CC(=O)Nc1ccc(OC)c(OC)c1)CC(=O)Nc1ccc(F)c(F)c1F	1.7	763	-33.3	664	8.9%	i	-11.7	i	4.6	28.4	-0.185	-0.256	-0.39	0.511	2.35	1065	1.9	1.5	0.8
COCc1ccc(C(=O)NC(C)c2cnn(-c3ccccc3C)c2C)o1 (stereo not drawn)	0.3	1005	-2.6	736	-7.2%	i	-1.2	i	-13.0	-8.7	-0.469	-0.127	0.24	0.221	-0.62	1450	1.5	1.2	2.9
CCCCN(C)C(=O)c1cc2c(s1)-c1ccccc1S(=O)(=O)C2	-1.2	1410	3.3	662	-2.2%	/	/	i	/	/	-0.0735	0.032	0.388	0.174	0.1	1067	/	/	/
Cc1ccc(N2C(N)=C(C#N)C(c3cccnc3)C3=C2CCCC3=O)cc1 (stereo not drawn)	-1.7	1012	/	/	4.4%	i	-0.6	i	-6.0	-0.1	0.194	0.329	0.0424	-0.148	0.08	1326	5.2	2.4	7.5
O=C(NN1C(=O)C2C(C1=O)C1C=CC2C12CC2)c1ccc(Cl)cc1 (stereo not drawn)	0.2	1294	-4.9	682	24.2%	/	/	i	/	/	-0.122	-0.243	-0.322	0.649	0.02	1374	/	/	/
COc1ccccc1C(=O)Nc1nc2ccc(S(C)(=O)=O)cc2s1	-0.9	1100	-38.4	758	14.7%	i	-1.9	i	-24.3	-10.5	-1.06	-0.271	-0.334	0.712	/	/	1.9	1.6	7.7
COc1cccc(-n2c(=S)sc3c(=O)n(-c4ccccc4OC)c(=S)[nH]c32)c1	-0.5	1109	-1.6	702	2.8%	i	18.5	i	-6.6	5.2	-0.545	-0.273	-0.323	0.631	0.06	1194	2.8	2.4	10.1
COc1ccc(OC)c(C2C=C(c3ccc(C)c(C)c3)Nc3nnnn32)c1 (stereo not drawn)	17.2	670	-68.5	607	-13.3%	/	/	i	5.9	-1.9	/	/	/	/	0.05	1120	/	/	/
Fc1ccccc1CN1CCCN(C(=S)Nc2cccc(Cl)c2)C1	-0.7	1027	-9.5	768	12.2%	i	8.8	i	5.8	6.0	1.22	-0.289	0.282	-0.00288	-0.85	1205	2.1	2.6	9.3
C[C@@H]1CN(c2c(F)c(N)c3c(=O)c(C(=O)O)cn(C4CC4)c3c2F)C[C@H](C)N1	0.4	1075	-3.0	720	13.0%	/	/	/	6.0	15.6	/	/	/	/	0.01	1412	/	/	/
O=C(O)c1ccccc1SCc1cn2ccccc2n1	0.5	901	-6.3	468	1.7%	i	-14.1	i	-12.5	-6.3	2.46	-0.166	1.89	-1.72	/	/	1.8	3.8	10.3
(cont.)
SMILES	bCat nuc transl	bCat nuc transl cell count 5 µM	Hep lipid drop	Hep lipid drop cells 6.5 µM	NOD2 inhibition	Autophagy mod	Autophagy mod cell loss 18 h	Yfh1-off respiration	WT yeast gro inh	WT yeast gro inh mutant strain	Dynein cargo inh	Dynein cargo inh cytoplasmic EGFP	Dynein cargo inh nuclear GR-EGFP	Dynein cargo inh cell count	Ins promoter up	Ins promoter up cell count	MT stabilizer	MT stabilizer Hoechst-high %	MT stabilizer cytotoxicity %
CC1CCN(CC(O)COCCC23CC4CC(CC(C4)C2)C3)CC1 (stereo not drawn)	/	/	21.2	753	-14.4%	i	-24.8	i	43.2	50.4	-0.648	-0.224	-0.553	0.169	-1.34	882	1.4	2.8	3.7
COc1ccc(C(=O)N2CCN(c3ncnc4c(-c5ccccc5)nsc34)CC2)cc1	0.3	1126	-19.1	643	28.2%	i	-23.6	/	5.5	6.6	0.0142	-0.102	0.532	0.314	-1.01	1795	2.8	0.7	6.1
CC#CCN(CC#CC)S(=O)(=O)c1ccc(-n2cnnn2)c(OC)c1	/	/	/	/	11.1%	i	20.0	i	-0.9	-2.7	0.448	-0.000394	0.254	-0.134	/	/	2.9	1.9	5.4
O=C1OC(c2ccccc2)=C/C1=C/N1CCCCC1	-3.1	858	/	/	-82.8%	i	17.4	i	-2.5	4.6	0.705	-0.176	0.538	-0.684	0.42	1256	5.6	2.6	7.0
COc1ccc(NC(=O)CCCn2c(=O)c3sccc3n(Cc3ccccc3)c2=O)cc1	2.6	902	-9.3	419	4.2%	i	10.0	i	-6.6	-11.2	-0.0623	-0.189	0.915	-0.217	0.26	1468	2.7	3.1	1.6
CCN(CC)C(=O)C1CC(=O)OC1(C)C (stereo not drawn)	-2.4	1214	5.4	770	-3.7%	i	17.7	i	5.9	-1.7	1.87	-0.126	1.05	-1.75	0.53	1234	4.4	2.4	7.7
O=C(/C=C/c1c(Cl)cccc1Cl)n1cccn1	/	/	-5.9	737	3.9%	i	0.8	i	18.6	2.4	-1.95	-0.0583	-1.2	0.746	/	/	2.4	2.6	23.2
COc1cccc(NC(=S)/C(=C(\[O-])c2ccc([N+](=O)[O-])cc2)[n+]2ccccc2)c1	0.5	971	2.5	695	17.5%	i	25.0	i	5.6	-16.1	-0.456	-0.196	-0.18	0.523	-1.08	833	2.1	2.8	0.9
Cc1cc(C)c(CN2CCN(Cc3ccc(C)o3)C(CCO)C2)c(-n2cccn2)c1 (stereo not drawn)	2.6	1042	-15.4	666	-21.1%	i	4.2	i	12.2	-4.6	2.4	-0.0648	1.54	-1.68	-0.09	1430	9.0	5.9	32.5
COc1ccc(NC(=O)C(c2cc3c(cc2[N+](=O)[O-])OCO3)N2CCN(C=O)CC2)cc1 (stereo not drawn)	-1.2	552	3.7	737	8.7%	i	-2.6	i	-6.2	-12.7	0.2	-0.274	0.624	0.685	0.47	1219	5.6	1.7	8.0
CCOC(=O)c1sc(NC(=O)c2ccco2)nc1C	-2.5	950	/	/	-41.1%	/	/	i	15.7	7.6	/	/	/	/	0.52	1417	/	/	/
COc1ccc(C2(CNC(=O)/C=C/c3ccco3)CCCC2)cc1OC	-1.2	1381	/	/	-2.8%	i	-26.4	i	-3.8	14.1	-0.128	-0.0856	0.392	0.239	0.03	1712	4.6	2.2	1.9

Bioassay records deposited in PubChem by several laboratories.

A portion of the library, so the mix of outcomes need not match the whole.
